TLR4 MyD88 comp: inhibitors of TLR4-MyD88 association in cells, primary screen, cell-based, HeLa CL3-4, BLA complementation, FRET ratio; HeLa CL3-4 TLR4/MyD88 BLA complementation; inhibition, % at 8.4 µM; 200,000 compounds, 0.18% hits; AID 861, 2007; in the data active = inhibition above about 25%;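 also: 0% = vehicle and 100% = reference inhibitor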
Target sequence (O00206 whole entry, looked up): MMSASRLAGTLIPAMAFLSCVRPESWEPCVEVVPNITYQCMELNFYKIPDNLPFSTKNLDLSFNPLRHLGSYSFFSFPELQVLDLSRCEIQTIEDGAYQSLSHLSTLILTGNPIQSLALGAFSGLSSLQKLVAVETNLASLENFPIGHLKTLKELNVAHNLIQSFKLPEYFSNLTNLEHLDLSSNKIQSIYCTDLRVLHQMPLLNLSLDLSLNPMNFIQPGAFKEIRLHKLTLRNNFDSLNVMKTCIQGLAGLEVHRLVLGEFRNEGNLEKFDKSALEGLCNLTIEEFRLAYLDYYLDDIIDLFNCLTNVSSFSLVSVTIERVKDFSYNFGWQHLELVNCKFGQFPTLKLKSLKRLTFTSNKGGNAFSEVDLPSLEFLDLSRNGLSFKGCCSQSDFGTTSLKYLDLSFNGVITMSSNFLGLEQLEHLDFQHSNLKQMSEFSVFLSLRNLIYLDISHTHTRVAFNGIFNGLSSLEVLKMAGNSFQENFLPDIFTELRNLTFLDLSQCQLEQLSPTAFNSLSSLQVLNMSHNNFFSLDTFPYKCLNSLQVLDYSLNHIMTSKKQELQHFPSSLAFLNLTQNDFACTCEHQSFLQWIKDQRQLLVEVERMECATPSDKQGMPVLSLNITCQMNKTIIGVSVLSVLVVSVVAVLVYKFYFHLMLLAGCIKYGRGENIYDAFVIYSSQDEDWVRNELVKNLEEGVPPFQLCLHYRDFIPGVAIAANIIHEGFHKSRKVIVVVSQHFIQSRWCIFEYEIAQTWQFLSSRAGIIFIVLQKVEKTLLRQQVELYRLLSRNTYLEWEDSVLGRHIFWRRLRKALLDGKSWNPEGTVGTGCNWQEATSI
Target sequence (Q99836 whole entry, looked up): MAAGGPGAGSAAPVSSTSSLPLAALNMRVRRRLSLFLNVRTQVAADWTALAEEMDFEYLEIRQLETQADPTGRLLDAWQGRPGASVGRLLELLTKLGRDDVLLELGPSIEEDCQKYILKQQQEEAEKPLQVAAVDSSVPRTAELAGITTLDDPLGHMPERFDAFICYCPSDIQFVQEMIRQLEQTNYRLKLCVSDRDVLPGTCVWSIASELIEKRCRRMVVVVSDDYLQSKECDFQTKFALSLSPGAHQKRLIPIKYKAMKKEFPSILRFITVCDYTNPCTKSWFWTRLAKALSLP
NF-kB expr up: activators of NF-kB expression in neurons, primary screen, cell-based, HTS; human neuronal cells, NF-kB reporter expression; active compounds read high; 190,000 compounds, 1.6% hits; fold change at 12.5 µM; in the data active = fold change above about 3.3
APP 5'UTR act: activators of APP 5'UTR luciferase reporter, primary screen, SH-SY5Y cells; SH-SY5Y APP 5'UTR luciferase reporter, luminescence; zero percent = DMSO vehicle wells; activation, % at 2 µM; 190,000 compounds, 1% hits;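 active = activation above a set limit, based on mean plus 3 SD of controls, cut at about 140% in these data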; also: values of inactives mirror those of a sister screen read the other way
STAT1 act: STAT1 signaling activators, primary screen, cell-based, HTS, luciferase reporter; NIH 3T3 STAT1-luciferase reporter, IFN-gamma, luminescence; 100% = IFN-gamma alone, no compound; AID 932, 2007; 200,000 compounds, 2.6% hits; activation (% of control), % at 5.5 µM;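 active = activation above the screen-wide mean activation plus 3 SD, cut at about 130% in these data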;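 also: raw ratio to IFN-gamma control signal so 100% means no change and 0% no light; values of inactives mirror those of a sister screen read the other way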
HMGR II inh: inhibitors of E. faecalis class II HMGR, primary screen, biochemical, Enterococcus faecalis | HMG-CoA reductase (Enterococcus faecalis, mvaE) | purified E. faecalis HMGR, NADPH absorbance 340 nm kinetic | inhibition, % at 10 µM | 190,000 compounds, 0.41% hits | AID 1066, 2008;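 active = inhibition above a set limit, the median over all tested compounds plus 3 SD, cut at about 9.5% in these data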;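 also: enzyme runs in reverse so mevalonate oxidation gives rising NADPH absorbance; 0% = complete reaction with DMSO and 100% = background rate lacking mevalonate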
STAT3 activator: IL-6 driven STAT3 reporter potentiators, primary screen, U3A cells, luciferase, luminescence, MLSCN library; AID 871, 2007; activation (% of control), % at 5.6 µM; 190,000 compounds, 0.91% hits; IL-6 STAT3-luciferase reporter; 100% = signal with IL-6 EC80 alone;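 active = activation above the screen-wide mean of compound activation plus 3 SD, cut at about 130% in these data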;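 also: 0% = background luminescence of wells with medium and substrate only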
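Test system: STAT3-luciferase reporter U3A cells; Detection: reporter luminescence signal; Times: 1 h compound pre-exposure, 6 h IL-6 stimulation, 37 °C; Benchmarks: IL-6-only high control; Also added: IL-6 stimulus at 33 ng/mL final.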
Hsp70 activator: Hsp70 transcriptional activators, primary screen, cell-based, HeLa, Hsp70 promoter luciferase, luminescence, 10 µM; activation, % at 10 µM; 200,000 compounds, 0.04% hits; HeLa Hsp70 promoter luciferase reporter; scaled: vehicle 0, proteasome-inhibitor control 100%;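 active = activation above the mean across all tested compounds plus 3 SD, cutoff set per campaign, cut at about 5.5% in these data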;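 also: 100% = MG132 at 30 µM as the positive control and 0% = DMSO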
STAT3 inh: IL-6 driven STAT3 reporter inhibitors, primary screen, U3A cells, luciferase, luminescence, MLSCN library; IL-6 STAT3-luciferase reporter; host cell line lacks STAT1; inhibition, % at 5.5 µM; 190,000 compounds, 0.89% hits; AID 862, 2007;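 active = inhibition above the mean inhibition across all screened compounds plus 3 SD, cut at about 44% in these data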;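 also: 0% = DMSO only wells and 100% = 100 µM nifuroxazide control wells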
STAT1 blocker: STAT1 signaling inhibitors, primary screen, cell-based, HTS, luciferase reporter | inhibition, % at 5.5 µM | AID 920, 2007 | 200,000 compounds, 0.35% hits | NIH 3T3 STAT1-luciferase reporter, IFN-gamma, luminescence;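 active = inhibition above a set limit, the mean inhibition across all tested compounds plus 3 SD, cut at about 34% in these data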;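 also: 0% = IFN-gamma with DMSO and 100% = IFN-gamma with 300 µM nifuroxazide; values of inactives mirror those of a sister screen read the other way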
DTT redox prof: compounds producing H2O2 with reducing agent – biochemical, NIH compound library profiling, artefact control for MLSCN library redox annotation, primary screen | DTT-dependent redox cycling H2O2, phenol red/HRP absorbance; 100% = 100 µM peroxide control, 0% = buffer | 200,000 compounds, 0.03% hits | activation, % at 10 µM;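 active = activation of at least 50% relative to the plate's high and low controls in the primary single-dose screen; inactive = activation below 50%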;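 also: compound incubated with DTT at 0.8 mM final as the reducing agent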
* hit, by the source's call; . = not tested or not shown.

Start of the listing, in advance (2 entries):
Molecule | TLR4 MyD88 comp | NF-kB expr up | APP 5'UTR act | STAT1 act | HMGR II inh | STAT3 activator | Hsp70 activator | STAT3 inh | STAT1 blocker | DTT redox prof
COc1ccc(CCCc2nnc(SCC(=O)Nc3nc(C)cs3)n2C)cc1C | 11 | 1.1 | -2 | 84 | -2 | 100 | -0.2 | 2 | 18 | -0.8
Cc1ccc([N+](=O)[O-])cc1S(=O)(=O)N1CCN(C)CC1 | 6 | 1.1 | 7 | 96 | -3 | 99 | -0.1 | 2 | 3 | -0.4

The listing, repeating the preview:
Molecule | TLR4 MyD88 comp | NF-kB expr up | APP 5'UTR act | STAT1 act | HMGR II inh | STAT3 activator | Hsp70 activator | STAT3 inh | STAT1 blocker | DTT redox prof
COc1ccc(CCCc2nnc(SCC(=O)Nc3nc(C)cs3)n2C)cc1C | 11 | 1.1 | -2 | 84 | -2 | 100 | -0.2 | 2 | 18 | -0.8
Cc1ccc([N+](=O)[O-])cc1S(=O)(=O)N1CCN(C)CC1 | 6 | 1.1 | 7 | 96 | -3 | 99 | -0.1 | 2 | 3 | -0.4
Cc1cccc(N2CCN(C(=O)Cn3sc4nc(C)cc(C)c4c3=O)CC2C)c1 (configuration not stated) | -6 | 1.3 | -4 | 99 | -9 | 107 | 0.1 | 1 | 1 | -0.4
Cc1ccc(S(=O)(=O)N(C)c2ccc(C(=O)NCc3ccccn3)cc2)cc1 | 10 | 0.95 | -7 | 96 | 1 | 99 | 0.0 | 6 | 1 | 0.4
Cc1cccc(OCCc2nnc(N)s2)c1C | 0 | 1.2 | -1 | 98 | 1 | 92 | -0.3 | 11 | 2 | -0.4
COc1ccc2ncn(-c3ccccc3)c2c1 | 9 | 0.79 | -4 | 108 | 2 | 136* | -0.2 | -33 | -8 | -0.2
CCOC(=O)N/N=C/c1ccc(Oc2ccccc2)cc1 | 10 | 0.97 | 29 | 109 | -13 | 108 | -0.1 | -1 | -11 | 0.6
CCOC(=O)c1sc(C)c2c(=O)n(Cc3ccc(Cl)cc3)c(C)nc12 | 1 | 1 | 10 | 86 | -4 | 96 | -0.2 | 7 | 15 | 7.3
CC(C)(C)OC(=O)N1CCN(C(=O)Nc2ccc3c(c2)OCCO3)CC1 | 8 | 1.9 | 18 | 105 | 2 | 100 | 0.5 | 5 | -5 | -0.1
Cc1ccc(C(=O)N(CCCN(C)C)c2nc3ccc(Cl)cc3s2)cc1C | -2 | 0.83 | 2 | 102 | -2 | 101 | 0.1 | 0 | -3 | 0.2
CC1=C(C(=O)Nc2ccccn2)C(c2ccc3c(c2)OCO3)C2=C(CC(C)(C)CC2=O)N1 (configuration not stated) | -20 | 1.2 | 7 | 103 | -1 | 103 | -0.1 | -2 | -5 | -0.3
Cc1onc(-c2c(F)cccc2Cl)c1C(=O)Nc1sc2c(c1C#N)CCC(C(C)(C)C)C2 (configuration not stated) | -1 | 0.61 | 17 | 107 | -12 | 98 | -0.1 | 4 | -2 | 0.4
O=C(Nc1ccc2c(c1)CCC2)C1CCN(c2ncccn2)CC1 | -14 | 1.2 | 14 | 104 | -8 | 100 | -0.4 | 7 | -4 | -0.7
COc1ccc(C(=O)NCc2nnc(SCCOc3ccccc3)n2C)cc1 | 12 | 1.2 | 6 | 102 | 6 | 105 | -0.2 | -1 | -5 | 0.0
C/C(CC(=O)Nc1ccc(OCc2ccccc2)cc1)=N\NC(=O)C(=O)Nc1ccccc1C | 1 | 1.2 | 6 | 109 | -2 | 93 | -0.3 | 14 | -10 | 2.7
Cc1occc1-c1nnc(SCC(=O)N2CCOCC2)o1 | 17 | 1.5 | -3 | 96 | 1 | 96 | -0.2 | 7 | 5 | -0.1
Cc1ccc2oc(-c3ccccc3)nc2c1 | -8 | 2.5 | 39 | 134* | 3 | 91 | -0.2 | 11 | -49 | 0.1
COc1ccc(C(=O)/C=C/c2ccccc2C(F)(F)F)cc1 | -7 | 1.5 | 1 | 103 | 1 | 100 | 0.0 | 4 | -3 | -3.5
CCOP(=O)(OCC)/C(=C/N1CCCCC1)NC(=O)c1ccccc1 | 3 | 1 | 6 | 89 | -6 | 102 | -0.3 | 0 | 11 | -0.4
O=C(Nc1ccccc1-c1ccccc1)c1cccs1 | -39 | 1.1 | 8 | 96 | -2 | 85 | -0.3 | 22 | 3 | 0.1
S=C(NCCc1ccccc1)NCc1cccs1 | -1 | 1.4 | 31 | 98 | 4 | 100 | 0.1 | 0 | 2 | .
O=C(O)CCn1c2c(c3ccccc31)CCCC2 | 6 | 1.2 | -5 | 93 | 2 | 99 | -0.1 | 6 | 8 | -0.5
COc1ccc(OC)c(NC(=O)CN(C)S(=O)(=O)c2ccc(Cl)cc2)c1 | -2 | 0.92 | -1 | 100 | -6 | 95 | 0.1 | 13 | -1 | 0.3
COc1cccc(CNC(=O)c2n[nH]c3ccccc23)c1 | 1 | 1.6 | 14 | 110 | 1 | 89 | -0.4 | 17 | -11 | -2.0
CCCCC1CCC(/C(N)=N/O)CC1 (configuration not stated) | -3 | 1.2 | -3 | 103 | 3 | 96 | -0.1 | 8 | -4 | 0.7

New compounds follow
Molecule | TLR4 MyD88 comp | NF-kB expr up | APP 5'UTR act | STAT1 act | HMGR II inh | STAT3 activator | Hsp70 activator | STAT3 inh | STAT1 blocker | DTT redox prof
COc1ccc(OC)c(NC(=O)Cc2coc3ccc(C)cc23)c1 | -17 | 0.84 | -6 | 100 | 0 | 94 | 0.1 | 11 | 0 | -0.2
CC(=O)N1CCc2cc(S(=O)(=O)CCC(=O)NCc3ccco3)ccc21 | 2 | 1 | -11 | 98 | 3 | 95 | -0.2 | 10 | 2 | -0.9
CN(C)C(=O)c1cccn1-c1ncc(C(F)(F)F)cc1Cl | -8 | 1.2 | -1 | 94 | 1 | 103 | -0.2 | -1 | 6 | -0.1
CCOC(=O)c1c(-c2ccccc2)csc1/N=C/C1C(=O)CCCC1=O | 14 | 1.1 | 23 | 100 | -5 | 99 | -0.2 | 1 | 0 | -0.5
NC(=O)C1(N2CCCCC2)CCN(C(=S)NC2CCCC2)CC1 | 1 | 1.3 | -3 | 93 | 1 | 102 | -0.1 | 2 | 5 | -0.2
O=C(c1ccccc1)c1cnc2ccc(Cl)cc2c1N1CCOCC1 | -16 | 1.1 | 19 | 99 | 0 | 109 | 0.2 | -8 | 1 | -1.8
CN(C)CCCN(CCCNC(=O)/C=N/O)Cc1ccccc1 | -7 | 1.1 | -19 | 106 | -3 | 91 | -0.2 | 6 | -7 | 0.7
Cc1cc(C)cc(NC(=O)CCn2cnc3cc(C)c(C)cc32)c1 | -9 | 1.1 | 0 | 93 | -2 | 96 | -0.3 | 7 | 6 | -0.8
Cc1ccccc1OCCNc1cc(N2CCCCC2)ccc1[N+](=O)[O-] | -4 | 0.9 | 6 | 89 | -3 | 82 | 0.1 | 32 | 12 | 3.6
O=C(NN1C(=O)C2C3C=CC(C3)C2C1=O)c1ccncc1 (configuration not stated) | -7 | 1.2 | 16 | 96 | -5 | 109 | -0.4 | -4 | 4 | 0.0
CN(c1ccccc1C(=O)Nc1ccc(F)c(Cl)c1)S(C)(=O)=O | 6 | 1.2 | -10 | 99 | . | 101 | 0.1 | 7 | 0 | 0.4
C=CCN=Cc1sc2ccc(OCC)cc2c1O | -8 | 2.3 | 64 | 105 | -12 | 89 | -0.2 | 18 | -6 | 0.2
C[C@]12C=CC(=O)C=C1CCC1C3CC[C@](O)(C(=O)CO)[C@@]3(C)CC3OC312 (some centres not stated) | -11 | 1.1 | -3 | 99 | 2 | 103 | -0.1 | -6 | 1 | -0.8
O=C(CNc1cccc2ccccc12)N/N=C/C(Br)=C/c1ccccc1 | 5 | 0.78 | -7 | 91 | -6 | 90 | 0.3 | 15 | 10 | 4.3
CCCCC(=O)Nc1ccc2c(c1)oc1ccccc12 | -8 | 2.8 | 92 | 128 | -3 | 106 | 0.0 | -3 | -31 | 4.3
COc1cc(OC)c(OC)cc1/C=N/n1c(C)nnc1C | -2 | 1.2 | -2 | 96 | 3 | 101 | 0.2 | 2 | 4 | -3.1
CC1CN(CCCCOc2ccc(F)cc2)CC(C)O1 (configuration not stated) | -7 | 1.4 | -1 | 106 | -4 | 99 | -0.1 | 10 | -8 | -0.5
Cn1nc(CC(=O)Nc2ccc3c(c2)CCC3)c2ccccc2c1=O | 5 | 1.1 | 12 | 86 | -9 | 69 | -0.3 | 42 | 15 | -0.9
O=c1c2ccccc2nc2n1C(CSc1ccc(F)cc1)CN2 (configuration not stated) | 6 | 1.1 | -8 | 97 | 0 | 103 | -0.2 | -2 | 4 | -8.7
CCC(C)c1ccc(NC(=O)CN(C)CC(=O)Nc2cccc(OC)c2)cc1 (configuration not stated) | 14 | 0.98 | -2 | 104 | -4 | 114 | -0.2 | -15 | -5 | -1.5
O=C1/C(=C/c2ccccc2)SC(=S)N1N1C(=O)C2CC2C1=O (configuration not stated) | 3 | 1.2 | -31 | 102 | -9 | 107 | -0.3 | -6 | -3 | -1.5
Cc1ccnc(SCCn2c(N3CCOCC3)nc3c2c(=O)[nH]c(=O)n3C)n1 | 1 | . | -14 | 102 | . | 105 | -0.1 | -4 | -2 | 0.4
COc1cc(-c2nnc(SCC(=O)N(Cc3ccccc3)C(C)(C)C)o2)cc(OC)c1OC | 8 | 0.36 | 2 | 88 | -10 | 92 | -0.6 | 18 | 13 | 2.5
COC(=O)C1=C(C)NC(=O)NC1/C=C/c1ccccc1 (configuration not stated) | -8 | 1.1 | -12 | 101 | 0 | 103 | -0.2 | 0 | -1 | 2.2
COc1ccccc1Nc1ccc(Nc2ccccc2OC)nn1 | 8 | 2 | 72 | 127 | 3 | 111 | 0.1 | -11 | -30 | 0.7

(listing goes on)
Molecule | TLR4 MyD88 comp | NF-kB expr up | APP 5'UTR act | STAT1 act | HMGR II inh | STAT3 activator | Hsp70 activator | STAT3 inh | STAT1 blocker | DTT redox prof
CC(C)(C)n1ncc2c(=O)n(CC(=O)Nc3ccc(Cl)cc3)cnc21 | -9 | 1.1 | -6 | 96 | 0 | 111 | 0.1 | -11 | 4 | 1.9
Cc1nn(C)c(C)c1/C=C/C(=O)c1ccc(Cl)cc1Cl | 3 | 1.8 | -4 | 76 | -1 | 46 | 1.3 | 66* | 25 | -0.4
O=C(CO/N=C/c1ccc(OC(F)F)cc1)NC1CCCCC1 | -7 | 1 | -18 | 105 | -1 | 107 | 0.0 | -6 | -6 | -0.2
CCOC(=O)N1CCN(C(=O)c2cn(CC)c3cc(N4CCN(C)CC4)c(F)cc3c2=O)CC1 | 3 | 1.3 | 5 | 99 | -2 | 101 | -0.2 | 4 | 0 | 0.1
Cc1cc(C(C)(C)C)cc(C)c1N | -2 | 1 | -2 | 105 | -5 | 106 | 0.1 | -4 | -6 | 0.3
COC(=O)C1=C(N)OC2=C(C(=O)CC(C)(C)C2)C1c1cccnc1 (configuration not stated) | -8 | 1.1 | -7 | 104 | 1 | 97 | -0.1 | 9 | -3 | -0.9
